NPYLR7 agonist: agonists of mosquito NPYLR7 receptor, primary screen, cell-based, Aedes aegypti, calcium fluorescence, mosquito biting behavior | HEK293T NPYLR7/Galpha15, GCaMP6s calcium fluorescence | activation, % at 10 µM | 270,000 tested, 0.15% active; in the data active = activation above about 40%;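 note: 0% = vehicle and 100% = reference agonist at the receptor; some compounds past the cut are filed as inactive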
hcGAS inh: Primary biochemical luminescence assay for human cyclic GMP-AMP synthase inhibitors; recombinant h-cGAS, ATP depletion, Kinase-Glo luminescence; Q8N884; AID 1259398, 2018; inhibition, % at 12.5 µM; 290,000 tested, 0.081% active;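 note: 0% = vehicle reaction and 100% = reaction without DNA for no activity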
Target sequence (Q8N884 whole entry, looked up): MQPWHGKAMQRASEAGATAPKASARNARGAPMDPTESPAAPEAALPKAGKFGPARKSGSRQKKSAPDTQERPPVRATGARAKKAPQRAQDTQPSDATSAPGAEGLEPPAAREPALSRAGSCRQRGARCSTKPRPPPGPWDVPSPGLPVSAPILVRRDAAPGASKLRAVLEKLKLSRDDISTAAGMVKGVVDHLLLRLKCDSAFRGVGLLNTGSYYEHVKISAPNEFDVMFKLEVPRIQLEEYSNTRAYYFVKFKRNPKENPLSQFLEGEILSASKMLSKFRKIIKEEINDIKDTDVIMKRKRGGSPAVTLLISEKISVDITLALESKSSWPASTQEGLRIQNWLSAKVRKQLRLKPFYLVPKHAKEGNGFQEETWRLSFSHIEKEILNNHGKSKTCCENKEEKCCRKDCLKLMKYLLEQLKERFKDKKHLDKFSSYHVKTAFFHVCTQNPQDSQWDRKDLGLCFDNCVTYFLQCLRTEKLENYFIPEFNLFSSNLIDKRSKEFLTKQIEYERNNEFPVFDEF
mcGAS inh: cyclic GMP-AMP synthase inhibitors, mouse, primary biochemical chemiluminescence; Q8C6L5; recombinant cGAS, Kinase-Glo ATP depletion luminescence; inhibition, % at 12.5 µM; 160,000 tested, 0.15% active;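 note: 0% = negative control wells and 100% = reference inhibitor with no enzyme activity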
Numbers without * were called inactive; / = not tested or not shown; & = joins results of further samples. Cut-off read from the data, not from the text of the source, unless noted: active = inhibition above about 40%; inactive = the rest. Rows are unselected, and some 0.27% of all compounds hit somewhere here.

SMILES | NPYLR7 agonist | hcGAS inh | mcGAS inh
CCOC(=O)CNC(=O)c1c(C(F)(F)F)nn(C2CCCN(C)C2)c1C (centres undefined) | 7 | -2 | /
Cc1ccc(C(=O)N2C(C(=O)NCc3cccnc3)COC23CCN(C(=O)c2ccc4c(c2)OCO4)CC3)cc1 (centres undefined) | 15 | -7 | -6
OCCN1C[C@@H](O)[C@@H](O)C(O)C1CO (some centres undefined) | -11 | -1 | /
CC(C)=CC(=O)NCC1CCN(Cc2cc(C(C)(C)C)n[nH]2)CC1 | 2 | 1 | -1
Cc1ccc(C)c(Cn2ccnc2CN(Cc2ccco2)C(=O)NC(C)(C)C)c1 | 17 | -6 | -7
O=C(OC1CCOC1=O)c1cccc(NS(=O)(=O)/C=C/c2ccccc2)c1 (centres undefined) | -8 | 6 | /
CC1CCC(NC(=O)CCc2nc3ccccc3[nH]2)CC1 (centres undefined) | 9 | -18 | /
Cc1cc(=O)c(C(=O)NCC2CCCN(C3CCCCC3)C2)cn1C (centres undefined) | / | -5 | -4
N#Cc1cccc(CSc2n[nH]c(=O)n2C2CC2)c1 | 13 | -17 | /
O=C(Nc1ccc(SCCCC(=O)N2CCC(Cc3ccccc3)CC2)nn1)C1CC1 | 0 | -10 | -10
CN(Cc1nc(-c2cccnc2)no1)Cc1ccc(C2CCCO2)s1 (centres undefined) | 4 | -4 | -13
O=C(CCNc1nc(-c2cccs2)nc2cc(Cl)ccc12)NCc1cccc(C(F)(F)F)c1 | 2 | 0 | -5
COc1cccc2c1OC1(C)CC2C(S(=O)(=O)c2ccc(Cl)cc2)C(=O)N1 (centres undefined) | 4 | -3 | -6
N#Cc1cccc(C(=O)N2CCN(C(=O)c3ccccc3F)CC2)c1 | -1 | -3 | /
O=C(CSc1nnc(-c2ccccc2)n1-c1ccccc1)N/N=C\c1ccc(F)cc1 | -4 | -5 | /
CCC(C)Cc1c(C)sc2nc(CSCc3ccc(C#N)cc3)[nH]c(=O)c12 (centres undefined) | 11 | 7 | /
Cc1cc2c(F)ccc(C)c2nc1N1CCC(O)(C(=O)O)CC1 | 4 | -6 | /
Cc1c(C(=O)NCCSCc2ccco2)cnc2c(-c3cccc(Cl)c3)cnn12 | 19 | -3 | -7
COc1cccc(NC(=O)c2cccn(OCc3ccc(F)cc3)c2=O)c1 | 4 | -6 | -7
c1ccc(CCCOc2ccccc2-n2cnnc2)cc1 | 3 | -5 | /
COCCN(CC(=O)N(Cc1ccccc1)Cc1cccn1Cc1cccc(C(F)(F)F)c1)C(=O)c1ccccc1 | -3 | -6 | -5
COC(=O)[C@H](NC(=O)[C@@H]1C[C@@H](NC(=O)Nc2cccc(F)c2)CCN1C(=O)CCC(=O)O)C(C)C | -10 | -1 | -3
CCN1CCN(C(=S)N=P(c2ccccc2)(N2CCOCC2)N2CCOCC2)CC1 | 7 | -5 | /
C#Cc1cccc(NS(=O)(=O)c2cccc(C)c2)c1 | -5 | -6 | /
COc1cccc(C(=O)N2CCN(c3ccc(-n4nc(C)cc4C)nn3)CC2)c1OC | -5 | -6 | -8
CCOC1CCN(C(=O)Nc2ccc(-c3nc(C)cs3)cc2)CC1 | -3 | 0 | /
CC(=O)N[C@@H]1CCCCC1NC(=O)C1CCCN(C(=O)C2CCCCC2)C1 (some centres undefined) | 25 | -10 | -10
COc1cc(-c2cc(-c3cccc(O)c3)cnc2N)cc(OC)c1OC | 1 | 0 | -4
COCC(=O)Nc1c(-c2ccc(C)cc2)nc2ccccn12 | -6 | 2 | -2
COc1ccc(F)cc1-c1csc(-c2ccc(NC(=O)C3CC3)cc2)n1 | 8 | -4 | /
Cc1ccc(C2CC2NCc2c(C)nn(CCO)c2C)cc1C (centres undefined) | 4 | -17 | /
CCOc1ccc(S(=O)(=O)N2CCN(c3ccccc3OCC)CC2)cc1 | 2 | 6 | /
Cc1cccc(CN2CCN(C(=O)CN3C(=O)CNC3=O)C(C)C2=O)c1 (centres undefined) | 25 | -2 | -12
COc1ccc(-c2cnnc(NCCc3ccccc3F)n2)c(OC)c1 | 6 | -8 | /
COc1ccc2sc(SCc3csc(-c4ccc(OC)c(OC)c4)n3)nc2c1 | 0 | 2 | 1
Cc1cc2nc(-c3ccccc3)c(N3CCCN(C(=O)c4ccc(F)c(Cl)c4)CC3)nc2cc1C | / | -11 | -7
c1ccc2[nH]c(CSc3ccc4c(c3)OCCO4)nc2c1 | 9 | -8 | -14
Cn1nc(C(=O)NNC(=O)c2ccc(COc3ccc(Cl)cc3)cc2)ccc1=O | 4 | -6 | -15
C=CCN1CC(c2nc3ccccc3n2CCOc2cccc(C)c2C)CC1=O (centres undefined) | -3 | -6 | -2
Cc1ccc(C)c(OCCC(=O)Nc2ccc(C)c(F)c2)c1 | -3 | 7 | -2
N#Cc1nc2ccccc2n1CC(=O)NCc1ccc2c(c1)NC(=O)CO2 | 0 | -9 | /
COc1ccc(Cl)cc1-n1nnc(C(=O)NCC2CCCO2)c1C (centres undefined) | 2 | -7 | -7
COc1ccccc1-c1cc(C(=O)N2CCN(c3ccc([N+](=O)[O-])cc3)CC2)n2nc(-c3ccc(Cl)cc3)cc2n1 | -4 | -5 | -7
Cc1ccc2[nH]cc(CN3CCCN(C(=O)c4ccco4)CC3)c2c1 | -1 | -4 | -16
O=C(CSC1CCS(=O)(=O)C1)Nc1nc2c(ccc3ccccc32)s1 (centres undefined) | 6 | -11 | /
C#CCn1cnc2c(cnn2-c2ccccc2C)c1=O | 13 | -2 | /
CN(C(=O)Cc1cccnc1)C(c1ccc(Cl)cc1)C(F)(F)F (centres undefined) | 3 | -6 | /
Cc1cccc(C)c1NC(=O)N(CC(=O)N(Cc1ccco1)Cc1cccn1C)C(C)C | / | -13 | -5
COc1ccc(-c2coc3cc(OC(C)=O)cc(OC(C)=O)c3c2=O)cc1 | -7 | -5 | /
O=C(O)c1cccnc1CN(Cc1ccccc1)C1CCS(=O)(=O)C1 (centres undefined) | -4 | -9 | -13
CC(OC(=O)c1cccs1)C(=O)Nc1ccc(N2CCOCC2)cc1 (centres undefined) | -4 | -5 | /
N#Cc1cccc(CN2Cc3ccccc3CC2C(N)=O)c1 (centres undefined) | 0 | -7 | -5
O=C(CSCC(=O)Nc1ccc(Cl)cc1)NCc1ccco1 | -2 | -5 | /
CCn1nc(CO)c2c1CCN(c1cc(C3CCCNC3)nc(C)n1)C2 (centres undefined) | 24 | 2 | /
COc1ccc(S(=O)(=O)Oc2ccccc2CN(CC2CCCO2)C(=O)c2ccccc2Cl)cc1 (centres undefined) | 9 | -6 | -5
OCc1ccc2n1CCN=C2CC1CC1 | 10 | -5 | /
O=C(O)c1cc(CN2CC[C@@H](c3ccc4ccccc4c3)[C@H](O)C2)ccc1O | 6 | 1 | /
COC(=O)CCCCC(=O)N1CCN(c2nc3nccc(C(C)(C)C)n3n2)CC1 | 4 | -8 | -6
O=C(COC(=O)c1ccc([N+](=O)[O-])o1)NC1CCS(=O)(=O)C1 (centres undefined) | 5 | -12 | /
CCOc1ccc(C(C)C)cc1S(=O)(=O)NCCOc1ccc(-c2ccc(F)cc2)nn1 | -5 | -7 | -3

The listing continues.
SMILES | NPYLR7 agonist | hcGAS inh | mcGAS inh
COc1ccc(-c2cn3c(C)c(C(=O)NCC(C)C)sc3n2)cc1 | 6 | -3 | -10
Cc1cc(Cn2nc(C)c(C)c(C#N)c2=O)no1 | -1 | -6 | /
O=C(CCN1CCC(O)(Cn2ccnc2)CC1)Nc1nc2ccccc2s1 | 12 | 1 | -9
COc1ccc(C)cc1NC(=O)CN(C)C1CCCCC1 | 5 | -11 | -9
CCN=C1SC(CC(=O)Nc2ccccc2Cl)C(=O)N1CC (centres undefined) | -9 | -4 | 0
CCc1ccc2[nH]c(O)c(N=Nc3nc(-c4ccccc4)cs3)c2c1 | -2 | 9 | /
CN(CCNC(=O)C1CCCN(c2cn[nH]c(=O)c2)C1)C1CCCCC1 (centres undefined) | / | -14 | -5
O=c1ccccn1OCc1ccccc1 | 7 | -1 | /
O=C(Nc1ccc(Nc2cc(-n3ccnc3)ncn2)cc1)c1ccccc1Cl | -18 | -7 | -9
CCOC(=O)C1(CC2CC2)CCN(S(=O)(=O)c2ccc(CC)s2)CC1 | 5 | 2 | /
O=C(CNC(=O)c1ccc(F)cc1F)NCCN1C(=O)SC(=Cc2ccccc2Cl)C1=O | -1 | -3 | /
Clc1ccc(-c2noc(CN(Cc3ccccn3)CC3CCCO3)n2)cc1 (centres undefined) | 1 | 2 | -3
COc1cccc(NC(=O)CN2CN(c3ccccc3)C3(CCN(C(=O)c4ccccc4C)CC3)C2=O)c1 | / | -13 | -9
CCOc1nn(CC)cc1C(=O)Nc1cccc(C(C)=O)c1 | 1 | -7 | /
NC(=O)[C@@H](Cc1ccccc1)NC(=O)[C@@H]1C[C@@H](NC(=O)c2cnccn2)CCN1C(=O)CSCC(=O)O | -11 | -5 | -8
CCC(=O)C1=C(c2ccc(OC)cc2)N(C(=O)CC)n2c(nnc2-c2ccccc2)S1 | 2 | -9 | /
CC(C)(C)Cc1nnc(C2CCCN(C(=O)NC3CCCCC3)C2)o1 (centres undefined) | -4 | -4 | -7
O=C(NCCn1nc(-c2ccco2)ccc1=O)C1c2ccccc2Oc2ccccc21 | -2 | 5 | -6
COC(=O)[C@H](Cc1c[nH]c2ccccc12)n1cc2ncccc2c1O | 24 | -4 | -19
O=C(Cc1ccc(F)cc1)NCCc1nnc2n1CCN(Cc1c(F)cccc1F)CC2 | 25 | -4 | -7

6 entries picked at random from those above:
SMILES | NPYLR7 agonist | hcGAS inh | mcGAS inh
O=C(Nc1ccc(Nc2cc(-n3ccnc3)ncn2)cc1)c1ccccc1Cl | -18 | -7 | -9
COC(=O)[C@H](Cc1c[nH]c2ccccc12)n1cc2ncccc2c1O | 24 | -4 | -19
CN(CCNC(=O)C1CCCN(c2cn[nH]c(=O)c2)C1)C1CCCCC1 (centres undefined) | / | -14 | -5
O=C(Cc1ccc(F)cc1)NCCc1nnc2n1CCN(Cc1c(F)cccc1F)CC2 | 25 | -4 | -7
CCOc1nn(CC)cc1C(=O)Nc1cccc(C(C)=O)c1 | 1 | -7 | /
CCN=C1SC(CC(=O)Nc2ccccc2Cl)C(=O)N1CC (centres undefined) | -9 | -4 | 0

Continuation:
SMILES | NPYLR7 agonist | hcGAS inh | mcGAS inh
CSc1ccc(C(=O)N2CCC3(CCCN(CC4CC4)C3)C2)cc1 (centres undefined) | 23 | -5 | /
CCCc1cc(=O)oc2cc(OC(C)C)c(Cl)cc12 | 7 | -5 | /
O=C(Cn1c(-c2ccc(F)cc2)nc2c(c1=O)CCN(Cc1ccccc1)C2)NC1CCCCC1 | -2 | 8 | 5
CCc1cccc(CC)c1NC(=O)CSc1nc2ncccn2n1 | 6 | -6 | -6
CC(=O)c1c(C)oc2c1cc(NS(=O)(=O)c1cc(C)ccc1C)c1ccccc12 | -3 | -1 | -1
Cc1ccc(NC(=O)CN2C(=O)c3ccccc3C2=O)cc1C | -3 | -5 | -3
CN(C)CCN(C(=O)CCc1ccccc1)c1nc2c(F)cc(F)cc2s1 | -7 | -5 | -6
CCCCN(Cc1cccn1C)C(=O)CN(CCOC)C(=O)Nc1ccc(Cl)cc1 | / | -13 | -5
Cc1ccc(C)c(N2CCn3c2nc2c3c(=O)n(CCC(C)C)c(=O)n2C)c1 | -1 | 0 | /
Fc1ccc(-c2cnc(CN3CCN(c4cccc(Cl)c4)CC3)o2)cc1 | 1 | -2 | -8
Cc1cc(SCC(=O)c2cccs2)n2nc(C)c(-c3ccccc3)c2n1 | -3 | -4 | -9
Cc1nc2[nH]n(C)c(=O)c2c(C)c1CCC(=O)Nc1cccc(F)c1 | -8 | -9 | -15
CC(C)c1ccc(C2C(C#N)C(=N)SC(=N)C2C#N)cc1 (centres undefined) | 8&9 | 1&3 | 8&11
O=c1oc2ccccc2o1 | 10 | -5 | /
COc1ccc(-n2ncc3c2CCN(C(=O)c2cc(C)n(C)n2)C3)cc1 | -1 | -8 | /
Cc1sc(NC(=O)c2ccccc2SCC(N)=O)nc1-c1ccc(Cl)cc1 | 0 | -2 | /
CCOc1ccc(-c2cc3c(=O)n(CC(=O)NCCc4ccccc4)ncn3n2)cc1 | -12 | -6 | -8
COc1cccc(OC)c1C(=O)N1CC(=O)N(CCOc2ccccc2)CC(O)C1 (centres undefined) | 20 | 2 | -5
COCCNC(=O)[C@@]1(OCc2cccc(F)c2)CC(OCc2ccc(C)cc2)[C@H](O)[C@H](O)C1 (some centres undefined) | 3 | 12 | -4
COc1cc(OC)cc(C(=O)NCCn2ncc3c(NCC(C)C)nc(SC)nc32)c1 | / | -6 | -5

Molecules above that contain a COOH group, in the order listed:
SMILES | NPYLR7 agonist | hcGAS inh | mcGAS inh
Cc1cc2c(F)ccc(C)c2nc1N1CCC(O)(C(=O)O)CC1 | 4 | -6 | /
COC(=O)[C@H](NC(=O)[C@@H]1C[C@@H](NC(=O)Nc2cccc(F)c2)CCN1C(=O)CCC(=O)O)C(C)C | -10 | -1 | -3
O=C(O)c1cccnc1CN(Cc1ccccc1)C1CCS(=O)(=O)C1 (centres undefined) | -4 | -9 | -13
O=C(O)c1cc(CN2CC[C@@H](c3ccc4ccccc4c3)[C@H](O)C2)ccc1O | 6 | 1 | /
NC(=O)[C@@H](Cc1ccccc1)NC(=O)[C@@H]1C[C@@H](NC(=O)c2cnccn2)CCN1C(=O)CSCC(=O)O | -11 | -5 | -8

Going on with the list:
SMILES | NPYLR7 agonist | hcGAS inh | mcGAS inh
COc1cc(F)c(-c2nccn2C(C)CCn2cccn2)c(F)c1 (centres undefined) | -1 | -8 | -10
Cc1cnc(NC(=O)c2cccnc2Sc2ccc3c(c2)OCCO3)s1 | 3 | -10 | -22
CCN(C(=O)c1[nH]c2ccc(Br)cc2c1Cl)C1CCS(=O)(=O)C1 (centres undefined) | -3 | -9 | /
O=C(O)c1cccc(CSc2nc(Cl)cc(N3CCN(c4cccc(Cl)c4)CC3)n2)c1 | 22 | 0 | 0

Screening data (PubChem BioAssay)
